# Screening results: PubChem, National Center for Advancing Translational Sciences (NCATS)
# 15-hLO inh: qHTS Assay for Inhibitors of 15-hLO (15-human lipoxygenase) | purified 15hLO-1, xylenol orange hydroperoxide absorbance | Potency, µM (series often up to 57.1 µM), for the others: at the top dose activity change, negative = inhibition, actives largely listed as inhibitors | hit rate 1.4% among 74,000; further: potency means the concentration at half of the fitted maximal effect; on the % scale 0 is the no-effect control and ±100 the full control effect; nearly all actives have a fitted effect of over 55% in size
# Target sequence (P16050 whole entry, looked up): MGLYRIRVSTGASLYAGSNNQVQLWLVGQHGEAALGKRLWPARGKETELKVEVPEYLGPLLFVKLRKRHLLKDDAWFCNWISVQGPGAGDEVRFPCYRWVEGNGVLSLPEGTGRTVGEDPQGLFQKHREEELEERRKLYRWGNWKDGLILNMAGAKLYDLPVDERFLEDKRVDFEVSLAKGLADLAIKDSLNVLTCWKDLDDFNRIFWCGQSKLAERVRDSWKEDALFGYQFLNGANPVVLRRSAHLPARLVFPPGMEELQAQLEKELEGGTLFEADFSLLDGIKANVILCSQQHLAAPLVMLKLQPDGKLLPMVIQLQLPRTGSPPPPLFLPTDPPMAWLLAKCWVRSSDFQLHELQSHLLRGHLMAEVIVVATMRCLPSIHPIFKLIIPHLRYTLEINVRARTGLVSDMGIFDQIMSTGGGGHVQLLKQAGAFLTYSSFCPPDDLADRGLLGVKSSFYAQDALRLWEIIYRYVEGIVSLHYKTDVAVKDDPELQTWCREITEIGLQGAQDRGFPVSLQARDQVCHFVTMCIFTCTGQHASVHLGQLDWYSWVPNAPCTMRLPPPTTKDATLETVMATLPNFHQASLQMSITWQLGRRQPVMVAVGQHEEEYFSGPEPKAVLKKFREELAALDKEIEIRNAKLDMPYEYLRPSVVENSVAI
#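 Inhibition is scored from a chromogenic endpoint. After 15 min enzyme-compound contact, arachidonic acid (50 uM final) reacts 6 min with 40 nM 15hLO-1 at room temperature, then Fe-XO reagent is added for 30 min and absorbance ratio recorded.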
# BRCT inh green: qHTS Assay for Inhibitors of BRCT-Phosphoprotein Interaction (Green Fluorophore); AID 875, 2007; Potency, µM (titrated, usually from 76.9 µM), for inactives: at the highest dose activity change, negative = inhibition, usual class: inhibitors; BRCA1 BRCT-phosphopeptide binding, green fluorescence polarization; hit rate 0.05% among 75,000;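 further: potency means the concentration at half of the fitted maximal effect; plate controls were peptide without protein for full effect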
#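 Fluorescence polarization: His-tagged BRCT (~35 kDa BRCA1 C-terminus, 250 nM) bound to 100 nM fluorescein-labeled phosphorylated 10-aa BACH1 peptide, pH 7.3 phosphate buffer with DTT and Tween 20. Compounds incubated 12 min at room temperature; inhibition read as lowered polarization.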
# HBB splice mod: qHTS Assay for Modulators of Hemoglobin Beta Chain Splicing | HBB splicing reporter cell assay, activation; EGFP reporter with mutant IVS2-654 intron; response scale: normalised to 500 nM splice-correcting PNA | Potency, µM (highest dose often 46.1 µM), for inactives: at the highest dose activation, hits mostly activators | hit rate 0.06% among 65,000 | AID 925, 2007; further: potency means the concentration at half of the fitted maximal effect; 0% is about no effect
#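 Compounds were applied for 2 days to HeLa EGFP-654 cells, 500/well in Optimem with 2% FCS. The reporter's EGFP is disrupted by mis-splicing of beta-globin intron IVS2-654. Readout: summed well GFP fluorescence from 488 nm laser scanning; reference was 500 nM antisense […] 654 PNA.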
# BRCT inh red: qHTS Assay for Inhibitors of BRCT-Phosphoprotein Interaction (Red Fluorophore). Breast cancer type 1 susceptibility protein (Homo sapiens), P38398. BRCT-phosphopeptide binding, red fluorescence polarization. Potency, µM (doses to about 76.9 µM), for inactives: at the top dose activity change, negative = inhibition, usual class: inhibitors. hit rate 0.03% among 75,000. AID 892, 2007; further: on the % scale 0 is the no-effect control and ±100 the full control effect
#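 Rhodamine-labelled pBACH1 10-mer (100 nM) bound to BRCT domain (100 nM) at pH 7.3; compounds incubated 12 min room temperature, polarization read. Free peptide defines full inhibition; unlabelled decapeptide titrated as control.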
# Numbers without * were called inactive; u = inconclusive; & = joins results of further samples; [ ] = another dose, or the depositor's remark. The call rests on the fitted dose curve; in most records, active means well fitted curve in the direction sought with a large enough effect; inconclusive means small, poorly fitted or top-dose-only effect, or another doubt; inactive means no such curve, though single readings can be large; an effect the other way counts as inactive or inconclusive. These rows are one share of the data, so the mix of outcomes need not match the whole.
SMILES,15-hLO inh,BRCT inh green,HBB splice mod,BRCT inh red
CC[C@@H](c1ccccc1)n1c(=O)n2n(c1=O)[C@H]1[C@H](O)[C@H]3O[C@@H]3/C(=N/OC/C=C(\C)CCC=C(C)C)[C@@H]1CC2,-2%[11.4 µM],-0.1%[15.4 µM],-1.3%[9.22 µM],0.8%[15.4 µM]
CCC(CC)(CC(=O)Nc1cccc(/C=C/c2nc(C3CCC3)cs2)c1)C(=O)O,-7%,-1.4%,-0.9%,-0.6%
CNC(=O)[C@@H](Cc1ccccc1)N(C)C(=O)[C@@H](Cc1ccc2ccccc2c1)N(C)C(=O)/C=C/CC(C)(C)N,u,-1.0%,-1.0%,-0.2%
CO[C@@H]1COC(=O)CCC[C@@H](C)[C@H](OC)COC(=O)CCC[C@H]1C,6%[11.4 µM],0.4%[15.4 µM],0.1%[9.22 µM],1.8%[15.4 µM]
CC(=O)c1ccc(OCc2ccccc2)c(C)c1O,2%[11.4 µM],-4.0%[15.4 µM],4.1%[9.22 µM],-1.1%[15.4 µM]
COC(=O)C1=C(C)N(Cc2ccccc2)C2=C(C(C)=O)C(c3ccccc3)[C@@](O)(C(=O)OC)C(=O)N2C1c1ccccc1 (stereo partly specified),9%&6%[11.4 µM],-0.7%&0.6%[15.4 µM],-0.4%&3.2%[9.22 µM],1.7%&1.4%[15.4 µM]
Cn1c(=O)n2n(c1=O)[C@H]1[C@H](O)[C@H]3O[C@H]3C(=O)[C@H]1CC2,-2%[11.4 µM],-7.0%[15.4 µM],0.3%[9.22 µM],-0.5%[15.4 µM]
Cc1cc2c(nc1C)CCCN2C[C@H](O)CN1CCCc2nc(-c3ccc(Br)cc3)ccc21,-2%&0%[11.4 µM],0.2%&-1.0%[15.4 µM],-1.7%&-0.3%[9.22 µM],0.8%&-0.4%[15.4 µM]
CCCCCCC1=Cc2cc(OC)c(OC)cc2C(CC(=O)/C=C/OC)O1 (stereo unspecified),-8%[11.4 µM],-0.3%[15.4 µM],3.3%[9.22 µM],-0.5%[15.4 µM]
CC1(C)O[C@@H]2O[C@H]([C@H](O)CO/N=C3/[C@H]4O[C@@H]4[C@@H](O)[C@H]4[C@H]3CCn3c(=O)n(-c5ccccc5)c(=O)n34)[C@@H](O)[C@@H]2O1,4%[11.4 µM],1.1%[15.4 µM],-0.4%[9.22 µM],1.0%[15.4 µM]
CO[C@@H]1/C=C\CC(=O)N[C@@H](C)C(=O)OC[C@@H](OC)[C@H](C)/C=C\CC(=O)OC[C@H]1C,10%[11.4 µM],-3.1%[15.4 µM],-0.2%[9.22 µM],-0.4%[15.4 µM]
CCCNC(=O)OC[C@H]1O[C@@H](CCO/N=C\[C@@H](NS(=O)(=O)c2ccc(C)cc2)[C@H](C)/C=C\CC(=O)OC)C=C[C@@H]1Oc1ccc(OC)cc1,0%[11.4 µM],-0.9%[15.4 µM],0.8%[9.22 µM],-0.5%[15.4 µM]
O=C1[C@H]2[C@H]3[C@H](O)[C@H](O)C/C(=N/OC[C@@H](O)COCc4ccco4)[C@H]3CC[C@@H]2C(=O)N1c1cccc(Oc2ccccc2)c1,2%[11.4 µM],-2.4%[15.4 µM],3.0%[9.22 µM],0.3%[15.4 µM]
CO[C@@H]1COC(=O)[C@@H](C)COC(=O)[C@@H](C)NC(=O)C/C=C\[C@@H]1C,0%[11.4 µM],0.3%[15.4 µM],0.6%[9.22 µM],1.3%[15.4 µM]
CCN1CCCC1CNC(=O)c1cc(S(=O)(=O)CC)c(N)cc1OC (stereo unspecified),u,-2.9%,0.1%,0.0%
COC(=O)[C@@H]1CC[C@H](C)[C@@H](c2ccc(C)cc2)N1C(=O)c1ccc(/C=N\O[C@@H](C)c2cc(-c3c(C)cc(C)cc3C)no2)cc1,32%[activator][11.4 µM],0.2%[15.4 µM],1.7%[9.22 µM],-0.3%[15.4 µM]
C=CCN1CCc2c(cc(O)c(O)c2Cl)C(c2cccc(C)c2)C1 (stereo unspecified),u,-1.7%,-0.4%,0.9%
CCC12C=C(/C=C/c3ccccc3)C(CC)(C1)C(c1ccccc1)CC2=O (stereo unspecified),-3%[11.4 µM],-1.1%[15.4 µM],1.3%[9.22 µM],-1.8%[15.4 µM]
CO/N=C\C[C@@H]1C=C[C@H](OC(C)=O)[C@H](COC(C)=O)O1,7%[11.4 µM],-4.9%[15.4 µM],2.2%[9.22 µM],2.0%[15.4 µM]
CO[C@H]1COC(=O)[C@H](C)NC(=O)C/C=C\[C@@H](C)[C@H](OC)COC(=O)[C@@H](OCc2ccccc2)/C=C\[C@@H]1C,11%[11.4 µM],-0.6%[15.4 µM],1.6%[9.22 µM],0.2%[15.4 µM]
Cc1cc(C)cc(C#CC2C=CC(Oc3ccc(C4CCCC4)cc3)C(CO)O2)c1 (stereo unspecified),-14%[11.4 µM],0.9%[15.4 µM],-0.3%[9.22 µM],-1.3%[15.4 µM]
CO[C@H]1COC(=O)[C@@H](CCSC)NC(=O)C/C=C\[C@@H](C)COC(=O)[C@@H](OCc2ccccc2)/C=C\[C@@H]1C,0%[11.4 µM],-0.8%[15.4 µM],2.1%[9.22 µM],0.9%[15.4 µM]
COC(=O)NC(CC(C)=O)c1ccccc1 (stereo unspecified),-8%[11.4 µM],-2.5%[15.4 µM],1.7%[9.22 µM],0.5%[15.4 µM]
Cc1cc(=O)oc2cc(OC3C=CC(C#CC(C)(C)C)OC3CO)ccc12 (stereo unspecified),-2%[11.4 µM],-5.0%[15.4 µM],4.0%[9.22 µM],1.4%[15.4 µM]
C[C@@H](c1ccccc1)N1C(=O)[C@H]2[C@H]3[C@H](O)[C@H](O)C/C(=N/OCc4ccccc4)[C@H]3CC[C@@H]2C1=O,4%[11.4 µM],-1.2%[15.4 µM],2.3%[9.22 µM],-1.0%[15.4 µM]
COc1cccc([C@H]2Oc3ccc(OC)cc3/C(=N\OC[C@@H](O)[C@@H]3O[C@@H]4OC(C)(C)O[C@@H]4[C@H]3O)[C@@H]2O)c1,-1%[11.4 µM],-1.1%[15.4 µM],0.6%[9.22 µM],1.4%[15.4 µM]
CO[C@H]1COC(=O)[C@@H](OCc2ccccc2)/C=C\[C@H](C)[C@@H](OC)COC(=O)[C@H](OCc2ccccc2)/C=C\[C@@H]1C,-3%[11.4 µM],-1.3%[15.4 µM],3.2%[9.22 µM],3.0%[15.4 µM]
CO/N=C\[C@@H](OC)[C@H](C)/C=C\CC(=O)OC,7%[11.4 µM],-1.7%[15.4 µM],0.0%[9.22 µM],0.1%[15.4 µM]
Cn1c(=O)n2n(c1=O)[C@H]1[C@H](O)[C@H]3O[C@@H]3/C(=N/OCc3ccccc3)[C@@H]1CC2,0%[11.4 µM],-0.2%[15.4 µM],2.2%[9.22 µM],0.6%[15.4 µM]
CC(C)=CCC/C(C)=C/CO/N=C1/[C@H]2O[C@@H]2[C@@H](O)[C@H]2[C@H]1CCn1c(=O)n(C)c(=O)n12,4%[11.4 µM],-1.4%[15.4 µM],1.7%[9.22 µM],1.2%[15.4 µM]
C=CCOC(=O)C(C(C)=O)C(NC(=O)OC)c1ccco1 (stereo unspecified),11%[11.4 µM],-1.5%[15.4 µM],0.1%[9.22 µM],0.5%[15.4 µM]
CCOP(=O)(CC(C(C)=O)C(O)c1ccccc1)OCC (stereo unspecified),10%[11.4 µM],-3.2%[15.4 µM],0.6%[9.22 µM],0.6%[15.4 µM]
C=C(C)C(O)/C=C/CCCCCCC (stereo unspecified),-2%[11.4 µM],-1.4%[15.4 µM],2.3%[9.22 µM],-1.1%[15.4 µM]
CCN1C(=O)[C@H]2[C@H]3[C@H](O)[C@H](O)C/C(=N/NC(=O)OCc4ccc(OC)cc4)[C@H]3CC[C@@H]2C1=O,-27%[11.4 µM],1.5%[15.4 µM],4.0%[9.22 µM],-0.4%[15.4 µM]
CCCCOC(OCCCC)[C@H](O)CSc1ccc2ccccc2c1,10%[11.4 µM],-1.7%[15.4 µM],-0.1%[9.22 µM],1.6%[15.4 µM]
COc1cccc([C@@H]2Oc3ccc(OC)cc3/C(=N/OC[C@@H](C)[C@H](OCc3ccccc3)C(C)C)[C@@H]2O)c1,-1%[11.4 µM],1.4%[15.4 µM],1.5%[9.22 µM],0.3%[15.4 µM]
CCOC(=O)[C@]1(C(NC(=O)OC)c2cccc(F)c2)CCCC1=O (stereo partly specified),5%[11.4 µM],-0.4%[15.4 µM],2.3%[9.22 µM],-0.2%[15.4 µM]
COCn1c2ccccc2c2nnc(C(C)=O)nc21,5%&1%[11.4 µM],-0.9%&0.2%[15.4 µM],0.0%&1.2%[9.22 µM],1.0%&1.3%[15.4 µM]
CC12C=C(/C=C/C=C/c3ccco3)C(C)(C1)C(/C=C/c1ccco1)CC2=O (stereo unspecified),u,-0.5%[15.4 µM],3.6%[9.22 µM],-1.0%[15.4 µM]
C=CCOC(=O)/C=C/NC(=O)/C=C/C=C/CCCCCCCC(C)O (stereo unspecified),1%&0%[11.4 µM],-0.6%&2.4%[15.4 µM],3.7%&3.0%[9.22 µM],1.0%&0.2%[15.4 µM]
C=C1C=C(Br)C2(OCCCO2)[C@H]2OC12 (stereo partly specified),7%[11.4 µM],-1.1%[15.4 µM],4.0%[9.22 µM],1.5%[15.4 µM]
CCCNC(=O)OC[C@H]1O[C@@H](CCO/N=C2/C[C@@H](O)[C@@H](O)[C@@H]3[C@@H]4C(=O)N(CC)C(=O)[C@H]4CC[C@@H]23)C=C[C@@H]1Oc1ccc(OC)cc1,4%[11.4 µM],0.4%[15.4 µM],1.3%[9.22 µM],-0.1%[15.4 µM]
CO[C@H]1COC(=O)CCC[C@@H](C)[C@H](OC)COC(=O)[C@H]2CCCN2C(=O)C/C=C\[C@@H]1C,2%[11.4 µM],-1.0%[15.4 µM],-0.5%[9.22 µM],1.1%[15.4 µM]
COc1ccc(-c2ccc3c(n2)CCCN3C[C@H](O)CN2CCCc3nc(-c4ccc(Br)cc4)ccc32)cc1,-7%&-7%[11.4 µM],0.4%&-0.5%[15.4 µM],0.3%&2.8%[9.22 µM],2.3%&1.9%[15.4 µM]
CO[C@@H]1COC(=O)[C@H]2CCCN2C(=O)C/C=C\[C@@H](C)[C@H](OC)COC(=O)[C@H]2CCCN2C(=O)C/C=C\[C@H]1C,5%[11.4 µM],-0.8%[15.4 µM],1.7%[9.22 µM],2.0%[15.4 µM]
C[C@@H]1CC[C@H]2C(=O)NC[C@@H](O)CN2[C@@H]1c1ccc(Br)cc1,3%[11.4 µM],-1.4%[15.4 µM],-2.2%[9.22 µM],-1.2%[15.4 µM]
C=C(C)C(O)/C=C/c1ccc(OC)cc1 (stereo unspecified),u,-0.9%[15.4 µM],1.8%[9.22 µM],-0.1%[15.4 µM]

# No new results follow: entries from further up.
SMILES,15-hLO inh,BRCT inh green,HBB splice mod,BRCT inh red
C=CCOC(=O)C(C(C)=O)C(NC(=O)OC)c1ccco1 (stereo unspecified),11%[11.4 µM],-1.5%[15.4 µM],0.1%[9.22 µM],0.5%[15.4 µM]
CCOP(=O)(CC(C(C)=O)C(O)c1ccccc1)OCC (stereo unspecified),10%[11.4 µM],-3.2%[15.4 µM],0.6%[9.22 µM],0.6%[15.4 µM]
C=C(C)C(O)/C=C/CCCCCCC (stereo unspecified),-2%[11.4 µM],-1.4%[15.4 µM],2.3%[9.22 µM],-1.1%[15.4 µM]
CCN1C(=O)[C@H]2[C@H]3[C@H](O)[C@H](O)C/C(=N/NC(=O)OCc4ccc(OC)cc4)[C@H]3CC[C@@H]2C1=O,-27%[11.4 µM],1.5%[15.4 µM],4.0%[9.22 µM],-0.4%[15.4 µM]
CCCCOC(OCCCC)[C@H](O)CSc1ccc2ccccc2c1,10%[11.4 µM],-1.7%[15.4 µM],-0.1%[9.22 µM],1.6%[15.4 µM]
